# Compound activity: PubChem, National Center for Advancing Translational Sciences (NCATS)
# D2 potentiator: positive allosteric modulators of human D2 dopamine receptor; P14416; HEK293 T-REx D2, calcium flux, EC20 dopamine potentiation; potentiation, % at 10 µM; 340,000 compounds, 0.34% hits; AID 485347;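 active = potentiation over 3 SD above the plate norm, cut at about 30% in these data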; note: 0% is about no effect
# Target sequence (P14416 whole entry, looked up): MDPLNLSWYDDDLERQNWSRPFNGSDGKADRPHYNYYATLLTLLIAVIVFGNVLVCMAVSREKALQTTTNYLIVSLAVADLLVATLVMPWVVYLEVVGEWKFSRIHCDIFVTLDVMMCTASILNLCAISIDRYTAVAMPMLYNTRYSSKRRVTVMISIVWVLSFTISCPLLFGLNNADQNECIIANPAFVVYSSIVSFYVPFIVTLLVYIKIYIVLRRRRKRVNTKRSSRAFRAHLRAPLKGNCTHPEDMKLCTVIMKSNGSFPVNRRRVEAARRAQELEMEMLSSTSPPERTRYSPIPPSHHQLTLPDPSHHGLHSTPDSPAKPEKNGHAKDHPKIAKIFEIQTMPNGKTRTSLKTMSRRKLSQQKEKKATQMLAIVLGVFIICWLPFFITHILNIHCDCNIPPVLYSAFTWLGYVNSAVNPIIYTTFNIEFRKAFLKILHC
#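 Tetracycline-induced Hek293 Trex D2 cells, force-coupled to calcium, loaded with no-wash calcium dye. Compound added with 180 s kinetic read for agonism, then EC20 dopamine and a further 180 s read for potentiation.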
# TRHR enhancer: allosteric enhancers of human TRH receptor; P34981; TRHR cells, fluo-8 calcium fluorescence, EC20 TRH enhancement; enhancement, % at 2 µM; 360,000 compounds, 0.66% hits; AID 493056; in the data active = enhancement above about 30%; note: 0% is about no effect
#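 TRHR-expressing cells loaded with fluo-8 calcium dye were read kinetically (ex 480/em 530) during compound addition, then stimulated with an EC20 of TRH (10 nM final). Enhancement of the Gq-mediated intracellular calcium response was scored.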
# D1 agonist: human D1 receptor agonism; P21728; HEK293 T-REx D1 cells, calcium flux, agonist mode; 360,000 compounds, 1% hits; activation, % at 2 µM; in the data active = activation above about 30%; note: 0% is about no effect
# Target sequence (P21728 whole entry, looked up): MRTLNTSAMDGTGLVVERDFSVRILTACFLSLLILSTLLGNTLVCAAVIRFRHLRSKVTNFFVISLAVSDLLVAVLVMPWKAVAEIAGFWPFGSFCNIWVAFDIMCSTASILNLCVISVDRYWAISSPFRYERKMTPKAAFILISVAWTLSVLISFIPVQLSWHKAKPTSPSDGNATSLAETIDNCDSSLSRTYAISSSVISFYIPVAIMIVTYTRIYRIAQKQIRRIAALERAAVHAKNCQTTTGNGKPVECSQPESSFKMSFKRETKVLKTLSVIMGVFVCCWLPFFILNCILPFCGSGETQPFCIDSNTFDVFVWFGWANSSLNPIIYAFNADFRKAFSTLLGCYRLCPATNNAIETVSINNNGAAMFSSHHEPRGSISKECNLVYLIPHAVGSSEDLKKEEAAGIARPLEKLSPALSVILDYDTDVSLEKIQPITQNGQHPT
#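 Tetracycline-induced HEK293 TREx D1 cells, force-coupled to calcium signalling, were dye-loaded with a no-wash calcium kit. Compound was pin-added after a 10 s baseline. Fluorescence was read kinetically at 1 cycle/s for 180 s, with calcium rises flagged as agonism.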
# D2 ag: D2 dopamine receptor (human) agonism; activation, % at 2 µM; HEK293 T-REx D2 cells, calcium flux agonist mode; 340,000 compounds, 0.53% hits; P14416;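 active = activation over 3 SD above normal in the single-dose calcium agonist read, cut at about 30% in these data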; note: 0% is about no effect
#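 HEK293 Trex D2 cells, tetracycline-induced, o/n 30 C 5% CO2; no-wash Ca dye, RT 30–90 min; 10-cycle baseline, 23 nl cpd added, kinetic Ca read 180 s; agonist hits = positive Ca response.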
# D1 antag: blocks dopamine activation of the human D1 receptor; activity change, negative = inhibition, % at 10 µM; HEK293 TREx D1 cells, calcium flux, dopamine EC80; active compounds read low; AID 504652; P21728; 360,000 compounds, 3.2% hits; in the data active = activity change below about -30%; note: % is set by controls: 0 for no effect and ±100 for the full control effect
#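 Calcium flux readout: force-coupled, inducible Hek293 Trex D1 line, cells induced overnight at 30 C with tetracycline, dye-loaded 30–90 min at RT. Antagonism scored against EC80 dopamine challenge given 180 s after compound.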
# D2 antagonist: D2 dopamine receptor (human) antagonism; P14416; HEK293 TREx D2 cells, calcium flux, dopamine EC80; inhibition, % at 10 µM; 340,000 compounds, 2% hits; AID 485344; in the data active = inhibition above about 30%; note: 0% is about no effect
#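 HEK293 T-REx D2 cells, tet-induced, calcium dye no-wash. Cpd pintool add, 180 s kinetic, then EC80 DA, 180 s kinetic. Ca flux read.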
# RXFP1 agonist: agonists of human relaxin receptor RXFP1. HEK293T-RXFP1 cAMP TR-FRET, 30 min; response scale: percent of porcine relaxin response, buffer zero. Potency, µM (doses to about 57.5 µM), for inactives: at the highest dose activation, most hits filed as activators. 370,000 compounds, 0.3% hits; active = well fitted activation curve with a large enough effect; inconclusive = small, poorly fitted or top-dose-only effect; note: potency is the fitted concentration of half-maximal effect; % is set by controls: 0 for no effect and ±100 for the full control effect; nearly all actives have a fitted effect of over 60% in size; many of its hits are not listed in these tables
#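 HEK293T cells stably expressing RXFP1 were pretreated with the PDE4 inhibitor Ro 20174, exposed to compounds for 30 min at 37C, lysed, and cAMP was read by TR-FRET. Data normalized to buffer (basal) and 29 nM porcine relaxin (100%).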
# RXFP1 antagonist: RXFP1 (human) relaxin receptor antagonism; HEK293-RXFP1, relaxin-stimulated cAMP HTRF, 30 min; active compounds read low; activity change, negative = inhibition, % at 57.5 µM; 350,000 compounds, 0.59% hits;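 active = activity change of -60% or lower, but not beyond a set lower limit; inconclusive = change between -60% and -40%, or beyond the set limit; inactive = change above -40%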; note: % is set by controls: 0 for no effect and ±100 for the full control effect
# D1 PAM: enhances dopamine response at the human D1 receptor | P21728 | HEK293 TREx D1 cells, calcium flux, dopamine EC20 potentiation | potentiation, % at 10 µM | 360,000 compounds, 0.036% hits | AID 504651; in the data active = potentiation above about 30%; note: 0% is about no effect
# An asterisk follows results filed as active; ? = inconclusive; . = no result given; ! = not confirmed by another sample. The list is partial; the hit share may differ from the screen's.
SMILES,D2 potentiator,TRHR enhancer,D1 agonist,D2 ag,D1 antag,D2 antagonist,RXFP1 agonist,RXFP1 antagonist,D1 PAM
CN1CCC2(CC1)NC(=O)c1ccccc1N2,-7,-3,2,-0.5,-2,-4,0.0%,8,-6
CC(=NCCC1=CCCCC1)c1c(O)n(C)c(=O)n(C)c1=O,-1,12,3,-2.1,-9,-16,0.9%,7,-2
O=C(Cn1cc(C(=O)c2ccccc2F)c2ccccc21)NCc1ccco1,2,13,18,-2.0,-2,-16,9.6%,8,0
N=C1c2ccccc2CN1NC(=O)c1ccc(Br)cc1,-15,-1,7,-1.4,-1,-11,-1.1%,-5,4
C=CCN1C(=O)/C(=C\c2ccc(N3CCOCC3)o2)C(=O)NC1=S,-6,-1,22,9.8,-20,-11,0.4%,-4,8
O=C(c1cc(S(=O)(=O)N2CCOCC2)ccc1F)N1CCC2(CC1)OCCO2,14,6,3,-0.2,5,-15,0.3%,1,-3
CCN1c2nc3ccccn3c(=O)c2CC2(C(=O)N(C)C(=O)N(C)C2=O)C1C (stereo unspecified),.,3,0,.,25,.,-2.1%,10,8
O=c1[nH]c(=S)n(C2CCCCC2)c(O)c1/C=N/N1CCOCC1,-7,-3,6,-1.1,-7,4,2.2%,8,-14
O=[N+]([O-])c1ccc(Cl)c([N+](=O)[O-])c1,11,-3,-2,-1.7,-11,-16,0.5%,.,-6
COc1ccc(C(=O)CN2CCOCC2)cc1F,3,-2,1,0.3,-23,8,0.3%,-3,-4
CN1CCN(CCC(=O)OC2CC3CCC(C2)N3C)CC1 (stereo unspecified),-1,0,0,-0.4,-1,3,0.1%,-13,-12
CN1C(=O)/C(=C\c2ccc(N3CCCCCC3)cc2)C(=O)NC1=S,-1,-1,3,-0.8,3,-6,-0.4%,-8,3
CN1CCN(c2ncnc3nc[nH]c23)CC1,17,4,2,-0.2,-3,7,1.2%,-2,-7
Cc1cccc(NC(=O)N2C[C@H]3C[C@@H](C2)c2cccc(=O)n2C3)c1,-6,6,0,0.8,0,3,3.2%,.,0
CCCN(CC1CC1)CC(O)c1ccccc1 (stereo unspecified),18,0,2,9.6,6,-10,4.3%,-3,0
CCCCCc1nc2ccccc2c(=O)n1-c1ccc(C)cc1,9,0,0,-0.9,8,.,11%,.,3
C=Cc1ccc(Cn2c(C(=O)O)c(C=O)c3ccccc32)cc1,-11,-3,4,-0.5,-2,10,1.7%,-11,-6
C1=C(CCNCc2ccccc2)CCCC1,-13,7,2,0.4,-14,39*,0.3%,13,0
COC(=O)c1ccccc1-n1c(C)nc2ccccc2c1=O,-6,-5,-1,-1.2,18,-11,2.1%,-3,-1
CCN(CC)CCCN=Cc1c(O)n(CCc2ccc(OC)c(OC)c2)c(=O)[nH]c1=O,0,22,2,0.1,5,5,1.2%,-9,-7
O=C1NC(=S)N(c2ccc(Br)cc2)C(=O)/C1=C/N1CCN(C(=O)c2ccco2)CC1,-10,-4,4,27,-15,11,2.5%,3,-8
CCCCCn1c(=O)c(C(=O)Nc2nc3ccccc3[nH]2)c(O)c2ccccc21,-2,-19,3,0.4,-6,3,-5.6%,-9,-4
COc1ccc(-c2nn(Cc3ccccc3)cc2C(=O)NC2CC2)cc1OC,7,-14,2,-1.7,16,-13,-0.4%,-8,-2
COc1ccc(N2C(=O)CC(N3CCC(n4c(=O)[nH]c5ccccc54)CC3)C2=O)cc1 (stereo unspecified),11,6,0,0.8,-5,-1,0.7%,4,3
O=c1c2ccc(Cl)cc2[nH]c(=S)n1-c1cccnc1,2,-4,4,-2.5,-5,4,2.3%,-35,0
O=C1NC(=O)C(=CN2CCc3ccccc32)C(=O)N1,-1,9,-1,1.6,-3,7,0.3%,.,-5
N[C@@]1(C(=O)O)CC[C@@H](C(=O)O)C1,6,1,-1,1.1,0,-8,-0.2%,.,-4
Cc1nn(Cc2ccccc2)c(Cl)c1C(=O)O,9,15,20,-0.6,14,-16,0.3%,0,-2
CC(C)OCC(O)CN1CC2C[C@@H](C1)Cn1c2cccc1=O (stereo partly specified),-14,-5,3,23,13,42*,0.4%,-3,-2
Cc1nn(Cc2ccccc2)c(C)c1C=C1C(=O)NC(=O)NC1=O,3,-3,1,-0.9,21,3,-0.4%,-11,-3
Cc1c(C)c2ccc(OCC(=O)N3C[C@H]4C[C@@H](C3)c3cccc(=O)n3C4)c(C)c2oc1=O,13,-7,4,-0.3,0,18,24%,.,-5
CCC1(CC)C(=O)NC(=NCCc2c[nH]c3ccccc23)NC1=O,0,-1,5,0.0,-16,10,-1.7%,8,-8
NP(=O)(Oc1ccc(Cl)cc1)Oc1ccc(Cl)cc1,-8,4,1,-1.3,-3,-11,-0.8%,-13,-3
Fc1ccccc1CCNCc1cccc2ccccc12,-33,6,17,-0.4,-29,31*,1.0%,2,-7
O=c1c(/C=N/N2CCOCC2)c(O)n(-c2ccccc2)c(=S)n1-c1ccccc1,-1,3,1,-1.5,2,10,1.2%,-2,2
Cc1cccc(N2C(=O)NC(=O)/C(=C\C=C\c3ccco3)C2=O)c1,3,-1,4,9.7,-3,14,0.6%,-68*,-5
CC(=O)Cc1ccc(OC(C)C)cc1,-3,-3,1,0.2,8,1,-0.5%,-9,6
Cc1ccc(S(=O)(=O)NC(Cc2cnc[nH]2)C(=O)O)cc1 (stereo unspecified),2,7,3,0.5,0,21,2.9%,-8,-2
OC(COCc1ccc(Cl)cc1)CN1CC=C(c2ccccc2)CC1 (stereo unspecified),17,10,29,-0.2,-8,85*,0.9%,-61*!,-6
CCN(CC)c1ccc(N=Cc2c(O)[nH]c(=O)[nH]c2=O)cc1,19,-5,11,3.3,-11,-24,2.5%,0,-7

# Overlap with the part before: five compounds; new compounds follow.
SMILES,D2 potentiator,TRHR enhancer,D1 agonist,D2 ag,D1 antag,D2 antagonist,RXFP1 agonist,RXFP1 antagonist,D1 PAM
Cc1cccc(N2C(=O)NC(=O)/C(=C\C=C\c3ccco3)C2=O)c1,3,-1,4,9.7,-3,14,0.6%,-68*,-5
CC(=O)Cc1ccc(OC(C)C)cc1,-3,-3,1,0.2,8,1,-0.5%,-9,6
Cc1ccc(S(=O)(=O)NC(Cc2cnc[nH]2)C(=O)O)cc1 (stereo unspecified),2,7,3,0.5,0,21,2.9%,-8,-2
OC(COCc1ccc(Cl)cc1)CN1CC=C(c2ccccc2)CC1 (stereo unspecified),17,10,29,-0.2,-8,85*,0.9%,-61*!,-6
CCN(CC)c1ccc(N=Cc2c(O)[nH]c(=O)[nH]c2=O)cc1,19,-5,11,3.3,-11,-24,2.5%,0,-7
O=P(C(=Nc1ccc(Cl)cc1)N1CCOCC1)(N1CCOCC1)N1CCOCC1,-4,-1,0,-0.3,7,-2,1.3%,1,-2
CN1CCN(/N=C/c2c(O)n(C)c(=O)n(C)c2=O)CC1,2,5,1,0.8,-8,-8,2.4%,-6,-1
C=C(C)CSc1nnc([C@@H](N)Cc2c[nH]c3ccccc23)o1,5,-5,2,-0.1,-19,20,-3.1%,-6,-16
CN(C)[C@@H]1C(=O)C(C(N)=O)=C(O)[C@@]2(O)C(=O)C3=C(O)c4c(O)ccc(Cl)c4[C@@](C)(O)C3C[C@@H]12 (stereo partly specified),3,2,2,0.6,-10,-2,3.9%,.,2
FC(F)(F)c1cccc(N2CCNCC2)c1,.,0,4,.,-32*,.,2.0%,.,-3
Cc1ccc(OCC(=O)N2CCN(CCc3ccncc3)CC2)cc1C,15,-1,1,-1.9,-6,.,2.1%,.,-1
O=C(C(=O)N1CCOCC1)c1cn(Cc2c(F)cccc2Cl)c2ccccc12,-12,1,0,0.0,-23,7,3.1%,-12,-3
CN1CCN(c2ccc(/C=C3\C(=O)NC(=S)N(c4cccc(Br)c4)C3=O)o2)CC1,-6,9,90*,15,4,-2,1.7%,-11,-6
O=C1NC(=S)N(c2ccccc2)C(=O)/C1=C/c1ccco1,1,-6,2,0.1,-28,23,-3.4%,-18,-4
CN1CCN(/N=C/c2c[nH]c3ccccc23)CC1,-22,10,3,-0.3,-10,-13,-7.0%,-1,-4
CCOC(=O)C1=C(N)OC2=C(C(=O)CCC2)C12C(=O)N(C)c1ccccc12 (stereo unspecified),-5,-1,0,0.4,-2,11,-0.5%,6,-8
COC(=O)c1ccccc1N=Cc1c(O)[nH]c(=S)[nH]c1=O,-2,-7,2,-0.1,7,-15,?,-12,-2
CCC(=Nc1cc(OC)ccc1OC)c1c(O)[nH]c(=O)[nH]c1=O,0,1,4,-0.8,-7,-6,5.4%,8,-9
CCN(CC)CCCN=Cc1c(O)n(CCc2ccc(F)cc2)c(=O)[nH]c1=O,8,5,5,0.7,-4,-1,-0.3%,-16,-8
Cc1ccc(OCCn2cccc2/C=C2/C(=O)NC(=O)N(Cc3ccco3)C2=O)cc1,-1,-5,2,0.7,1,-1,4.9%,?,-3
CCN(CC)C1=NC(=[N+](CC)CC)c2ccccc21,5,-6,0,0.3,1,-11,4.0%,-12,2
CCN(CC)CCCN=C(C)c1c(O)n(C2CCCCC2)c(=O)[nH]c1=O,-5,3,4,1.2,-2,-5,-1.3%,3,4
Cc1ccccc1-c1nc(CS(=O)CC(=O)N2CCC3(CC2)OCCO3)c(C)o1 (stereo unspecified),8,42*,8,-0.2,7,2,0.2%,23,0
CCOC(=O)c1cc(C(O)(C(=O)OC)C(F)(F)F)c(/N=C/N(C)C)o1 (stereo unspecified),-1,11,2,0.8,-16,-5,0.1%,1,-4
CCCCn1c(O)c(C=NCCCN(CC)CC)c(=O)[nH]c1=O,1,4,1,0.0,-1,12,0.5%,-4,-3
CC(=O)c1c(C)n(C2CCCCC2)c2ccc(O)cc12,3,3,4,-1.0,18,-1,-1.4%,-27,24
CCn1cc(CN2CCCC(C(=O)c3sccc3C)C2)cn1 (stereo unspecified),-15,1,-1,-1.1,5,9,5.8%,3,-2
C=COCCn1c(C)c(C(=O)OCC)c2cc(O)ccc21,16,7,0,-1.7,-21,-3,3.7%,-12,-5

# Laid out differently: results already given
compound	D2 potentiator	TRHR enhancer	D1 agonist	D2 ag	D1 antag	D2 antagonist	RXFP1 agonist	RXFP1 antagonist	D1 PAM
CCOC(=O)C1=C(N)OC2=C(C(=O)CCC2)C12C(=O)N(C)c1ccccc12 (stereo unspecified)	-5	-1	0	0.4	-2	11	-0.5%	6	-8
COC(=O)c1ccccc1N=Cc1c(O)[nH]c(=S)[nH]c1=O	-2	-7	2	-0.1	7	-15	?	-12	-2
